Bioassay records deposited in PubChem BioAssay by several laboratories.
NRP1-CendR mod = modulators of CendR peptide binding to NRP-1, primary screen, biochemical, fluorescence polarization, uHTS; FAM-RPARPAR peptide binding to NRP-1; Neuropilin-1 (Homo sapiens), O14786; inhibition, % at 25 µM; 360,000 compounds, 0.85% hits;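 active = inhibition or corrected inhibition above about 18%, plus a signal ratio from 0.5 to 1.5, limit read from the data, passing the limit was not always enough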; note: strong numbers were not always called active
LMPTP inh = LMPTP phosphatase inhibitors, primary screen, biochemical, fluorescence intensity, uHTS; recombinant LMPTP-A, OMFP fluorogenic substrate; 360,000 compounds, 0.22% hits; Low molecular weight phosphotyrosine protein phosphatase (Homo sapiens), P24666; inhibition, % at 20 µM;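 active = compounds that cut the enzyme signal by at least half of the control window in the single-dose screen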;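 note: plate controls were DMSO wells with enzyme plus substrate for no effect and substrate without enzyme for full effect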
Target sequence (P24666 whole entry, looked up): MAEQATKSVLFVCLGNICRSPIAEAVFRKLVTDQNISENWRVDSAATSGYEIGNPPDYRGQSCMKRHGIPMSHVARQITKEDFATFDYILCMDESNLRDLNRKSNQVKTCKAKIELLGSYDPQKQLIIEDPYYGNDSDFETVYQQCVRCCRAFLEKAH
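Test system – LMPTP-A enzyme · Amount – LMPTP-A at 0.625 nM final in the reaction · Buffer or medium – Bis-Tris pH 6.0, DTT, detergent · Reagent – OMFP 400 µM · Doses – single 20 µM dose · Schedule – reaction 50 min, room temperature, dark · Detection – fluorescence intensity of OMFP turnover product · Evaluation – percent inhibition versus substrate-only and uninhibited controls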
Tb MetRS inh = T. brucei MetRS inhibitors, primary screen, biochemical, luminescence. inhibition, % at 11.9 µM. 360,000 compounds, 0.4% hits. purified T. brucei MetRS, ATP depletion, Kinase-Glo luminescence. methionyl-tRNA synthetase (Trypanosoma brucei brucei);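 active = inhibition above a per-plate cutoff of the control wells' mean inhibition plus 3 SD, cut at about 5.5% in these data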;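 note: 0% = DMSO wells median and 100% = median of wells with control inhibitor compound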
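Material: T. brucei methionyl-tRNA synthetase, purified; reagent: substrates ATP, L-methionine and bulk Escherichia coli tRNA; dosing: 11.9 µM single point; timing: 15 min plus 2 h at 25 °C; detection: luminescence of leftover ATP; evaluation: % inhibition; control set: DMSO-only wells as low control; replicates: singlicate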
SUMO1-SIM PPI = modulators of SUMO1 protein-protein interactions, primary screen, biochemical, uHTS | SUMO1 binding to a labelled peptide, TR-FRET, 1 h | inhibition, % at 20 µM | 360,000 compounds, 0.33% hits; in the data active = inhibition above about 37%
Target sequence (P63165 whole entry, looked up): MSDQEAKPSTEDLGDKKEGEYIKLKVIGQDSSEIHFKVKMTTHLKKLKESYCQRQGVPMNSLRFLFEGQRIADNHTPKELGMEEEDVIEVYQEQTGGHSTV
DNMT1 inh = human DNMT1 methyltransferase inhibitors, primary screen, biochemical, molecular beacon, fluorescence, HinP1I cleavage, uHTS; 360,000 compounds, 0.83% hits; inhibition (reported as % activation of signal), % at 10 µM; DNA (cytosine-5)-methyltransferase 1 (Homo sapiens), P26358; in the data active = inhibition above about 50%
STEP inh = STEP phosphatase inhibitors, primary screen, biochemical, fluorescence intensity, uHTS | inhibition, % at 20 µM | AID 588621, 2011 | 360,000 compounds, 0.25% hits | recombinant STEP, OMFP fluorogenic substrate | Tyrosine-protein phosphatase non-receptor type 5 (Homo sapiens), P54829;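 active = inhibition at 20 µM, scaled per plate between control wells, above about 37%, limit read from the data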;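 note: 0% = DMSO with enzyme and substrate and 100% = substrate only without enzyme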
Target sequence (P54829 whole entry, looked up): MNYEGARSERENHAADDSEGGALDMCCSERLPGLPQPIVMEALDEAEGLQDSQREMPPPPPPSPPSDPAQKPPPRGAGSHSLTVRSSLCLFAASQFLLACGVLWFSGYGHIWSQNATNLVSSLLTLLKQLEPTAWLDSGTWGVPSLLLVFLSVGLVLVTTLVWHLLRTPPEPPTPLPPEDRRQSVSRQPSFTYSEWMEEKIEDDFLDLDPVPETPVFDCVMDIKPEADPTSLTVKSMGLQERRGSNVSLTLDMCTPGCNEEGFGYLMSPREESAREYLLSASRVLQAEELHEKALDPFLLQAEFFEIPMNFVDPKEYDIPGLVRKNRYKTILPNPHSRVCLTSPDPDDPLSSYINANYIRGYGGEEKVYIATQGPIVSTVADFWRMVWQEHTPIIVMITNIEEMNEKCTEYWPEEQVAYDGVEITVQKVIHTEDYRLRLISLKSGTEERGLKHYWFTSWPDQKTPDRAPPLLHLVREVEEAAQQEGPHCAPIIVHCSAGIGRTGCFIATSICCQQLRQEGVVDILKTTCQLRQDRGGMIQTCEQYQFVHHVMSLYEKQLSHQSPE
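Measure: Control-normalized % inhibition with plate pattern correction | Test system: STEP phosphatase, cell-free reaction | Medium: pH 6.0 Bis-Tris with DTT and Tween 20 | Technique: Fluorescence, 480/540 nm | Times: Reaction 20 min, ambient temperature | Doses: Single compound dose of 20 µM, 1% DMSO final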
Scp-1 inhibitor = Scp-1 phosphatase inhibitors, primary screen, biochemical, colorimetric, uHTS. Carboxy-terminal domain RNA polymerase II polypeptide A small phosphatase 1 (Homo …. Recombinant Scp1, phosphopeptide, malachite green phosphate absorbance. inhibition, % at 20 µM. 340,000 compounds, 0.88% hits;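 active = inhibition above about 50% at 20 µM, limit read from the data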;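 note: plate controls were DMSO wells with enzyme for no effect and wells lacking enzyme for full effect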
Target sequence (Q9GZU7 76-261 limits assumed): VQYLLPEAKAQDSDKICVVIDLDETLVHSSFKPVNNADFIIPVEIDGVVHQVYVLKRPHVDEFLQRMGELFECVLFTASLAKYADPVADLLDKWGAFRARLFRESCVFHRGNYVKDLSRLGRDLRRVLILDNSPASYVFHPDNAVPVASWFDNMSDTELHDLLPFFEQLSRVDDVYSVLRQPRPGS
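System: SCP-1 catalytic domain; Reagent: Phospho 17-mer peptide substrate; Doses: one concentration, 20 µM, with 1.0% DMSO; Incubation: 45 min room-temperature reaction, 5 min colour, 30 min stabiliser; Signal: Phosphate-binding colour reagent, absorbance read at 630 nm.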
NadD block = inhibitors of S. aureus NadD, primary screen, biochemical, colorimetric, uHTS. Nicotinate-nucleotide adenylyltransferase NadD (Staphylococcus aureus N315). purified NadD enzyme, colorimetric absorbance read-out. inhibition, % at 20 µM. 360,000 compounds, 0.78% hits. AID 602399, 2012; in the data active = inhibition above about 26%; note: some compounds past the cut are filed as inactive
SKN-1 block = suppressors of acrylamide-induced Pgst-4::GFP reporter in worms, primary screen, SKN-1 inhibitor project, whole organism, uHTS, GFP/RFP fluorescence ratio, strain VP596; C. elegans VP596 Pgst-4::GFP/RFP ratio, 24 h; inhibition, % at 21.8 µM; 360,000 compounds, 0.49% hits; AID 624304, 2012;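 active = interference check ratio from 0.5 to 1.5 plus GFP to RFP signal ratio inhibition reaching or exceeding a fixed threshold, cut at about 30% in these data, passing the limit was not always enough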; note: some compounds called inactive have numbers as strong as hits
Neddylation inh = inhibitors of cullin neddylation, primary screen, biochemical, TR-FRET, uHTS, NAE and Ubc12; AID 651699, 2012; 360,000 compounds, 0.58% hits; calls only at 25 µM; in the data active = inhibition above about 36%
Active calls of the source: *; i = inactive; x = no result given. Some of the compounds tested. The share of hits here may be higher or lower than overall.

SMILES	NRP1-CendR mod	LMPTP inh	Tb MetRS inh	SUMO1-SIM PPI	DNMT1 inh	STEP inh	Scp-1 inhibitor	NadD block	SKN-1 block	Neddylation inh
CCCCC(=O)N/N=C/c1c(O)n(Cc2ccco2)c(=O)[nH]c1=O	-46	-1.9	0.1	13	21	-3	-7	4	5	i
CC(=O)OC1(c2ccccc2)CCN(C2CCCCC2)CC1C (configuration not stated)	-6	-0.6	-0.1	0	1	1	-11	4	3	i
Fc1ccc(CNC2CN3CCC2CC3)cc1 (configuration not stated)	10	-5.0	0.1	6	4	1	15	-2	-5	i
COc1ccc(CN2C(=O)NC(=O)/C(=C\c3cccc(OC)c3OC)C2=O)cc1	-3	0.3	-0.3	7	-1	1	-1	1	-6	i
Cc1ccc(N2C(=O)CC(=O)NC2=O)c(C)c1	3	-1.0	-0.6	3	1	-1	-2	0	4	i
Cc1nc2ccccc2c(=O)n1-c1ccccc1[N+](=O)[O-]	3	-1.0	-0.2	-6	2	5	3	2	0	i
CN1CCN(/N=C/c2c(O)n(C)c(=O)n(C)c2=O)CC1	5	-1.7	1.1	-2	1	-2	-7	3	-1	i
Cc1c(C(=O)N2CCC3(CC2)OCCO3)oc2ccc(S(=O)(=O)N3CCOCC3)cc12	8	-1.4	-0.3	1	1	-3	-4	1	5	i
CC12CCC3C(CCC4CC(=O)CCC43C)C1CC(=NO)C2=O (configuration not stated)	-7	-1.1	-0.4	3	0	3	0	-1	-5	i
COc1ccc(Cc2c(O)[nH]c(=S)[nH]c2=O)cc1	-4	-1.5	-1.5	4	0	-5	53*	-5	5	i
C=Cn1ccnc1P(O)(=S)c1nc(C)c(CCOC(C)=O)s1 (configuration not stated)	-4	-0.9	-0.3	-3	0	6	0	-5	8	i
CCC(C)n1c(O)c(C=NCCc2ccccc2)c(=O)[nH]c1=S (configuration not stated)	-8	1.1	-1.3	2	-5	4	-11	-1	-4	i
CCN1CCC2(CC1)NC(CO)(CO)CO2	18	-2.8	0.1	3	2	2	-3	-5	4	i
COc1ccc2c(c1OC)C(=O)OC2c1c(O)n(Cc2ccc(F)cc2)c(=O)[nH]c1=O (configuration not stated)	-34	0.3	0.0	8	7	0	1	0	12	i
CC(OC(=O)c1cn(C)c2ccccc12)C(=O)N1CCCC1 (configuration not stated)	0	-0.6	-0.2	4	5	2	3	-1	3	i
O=c1[nH]c(O)c(Cc2ccc3c(c2)OCO3)c(=O)[nH]1	-5	-3.1	-0.8	0	-3	0	-14	-6	-8	i
Cc1ccccc1NC(=O)NCCN1CC1	8	6.0	-1.1	-46	-13	-1	-4	8	15	i
COc1ccc(-c2nn(CCC#N)cc2C(=O)O)cc1	0	-0.3	0.3	-2	-4	0	-9	8	-7	i
NC1CC2CCCCC2CC1(O)c1ccccc1 (configuration not stated)	-1	-0.8	0.1	2	5	-2	x	-1	15	i
Cc1ccc(N(C)C(=O)Oc2cccc3ccc(C)nc23)cc1	13	0.4	-0.6	-3	-1	-3	1	0	-8	i
CCC(=NCCO)c1c(O)n(-c2ccc(Cl)cc2)c(=O)[nH]c1=O	8	-1.9	-0.2	-5	12	-3	-8	9	0	i
CCC1CN1P1(=O)OCC(C)([N+](=O)[O-])CO1 (configuration not stated)	1	-1.4	-0.6	2	2	-4	15	2	6	i
Cc1cccc(-n2c(-c3ccccc3)nc3ccccc3c2=O)n1	-9	-0.2	-1.0	2	1	-3	-2	1	6	i
Cc1ccc(-c2nn(CCC#N)cc2C(=O)O)cc1C	2	0.2	0.2	-1	0	-2	-7	4	3	i
CCN(CC)CCCN=Cc1c(O)n(-c2ccccc2F)c(=O)[nH]c1=O	8	-9.9	-0.1	-2	1	-1	-10	-1	-15	i
Cn1c(O)c(C(=Nc2ccc(F)cc2)c2ccccc2Cl)c(=O)n(C)c1=O	-10	-0.4	-0.2	0	1	2	-1	5	-4	i
COC(=O)C1=C(c2ccc(OCc3ccccc3)cc2)C[C@@H]2CC[C@H]1N2C(=O)NCc1ccccc1	5	6.5	-0.3	6	-3	-3	-9	-2	7	i
COC(=O)C(NC(=S)N1CC2C[C@@H](C1)Cn1c2cccc1=O)C(C)C (some centres not stated)	-1	1.5	-1.6	3	5	-2	-9	-1	2	i
O=c1[nH]c(=O)n(C2CCCCC2)c(O)c1C=Nc1ccc(N2CCOCC2)cc1	22	-1.7	0.0	-9	-2	-3	-3	-2	2	i
Cc1c(C(c2ccc(Br)cc2)c2c(O)c3ccccc3oc2=O)c(=O)n(-c2ccccc2)n1C (configuration not stated)	-10	-0.6	0.2	-2	0	-2	-4	-11	7	i
COC(=O)C1=C(c2ccc(-c3ccccc3)c(F)c2)C[C@@H]2CC[C@H]1N2C(=O)NC1Cc2ccccc2C1	9	7.2	0.1	0	-10	2	-8	3	5	i
CC1=C(O)C(=O)C=C2C1=CC=C1C2(C)CCC2(C)C3CC(C)(C(=O)O)CCC3(C)CCC12C (configuration not stated)	-13	2.3	-0.4	12	36	0	-8	47*	-17	i
O=C(OCC(=O)c1ccc([N+](=O)[O-])cc1)/C(=C\c1ccc(Cl)cc1)NC(=O)c1ccccc1	-1	0.7	-2.0	-4	-7	-4	0	5	-7	i
CCCCC/C(=N/O)c1c(C)[nH]c2ccccc12	10	1.8	-0.3	-1	-6	-3	-15	-4	3	i
CCOc1ccc(-n2c(O)c(C=Nc3ccc(NC(C)=O)cc3)c(=O)[nH]c2=O)cc1	-4	-2.1	0.5	-15	4	0	1	1	-6	i
O=[N+]([O-])c1ccc(Cl)c([N+](=O)[O-])c1	-2	0.5	-2.1	-27	10	-1	-9	2	-31	i

12 of these compounds in a different format:
smiles,NRP1-CendR mod,LMPTP inh,Tb MetRS inh,SUMO1-SIM PPI,DNMT1 inh,STEP inh,Scp-1 inhibitor,NadD block,SKN-1 block,Neddylation inh
CCN(CC)CCCN=Cc1c(O)n(-c2ccccc2F)c(=O)[nH]c1=O,8,-9.9,-0.1,-2,1,-1,-10,-1,-15,i
Cn1c(O)c(C(=Nc2ccc(F)cc2)c2ccccc2Cl)c(=O)n(C)c1=O,-10,-0.4,-0.2,0,1,2,-1,5,-4,i
COC(=O)C1=C(c2ccc(OCc3ccccc3)cc2)C[C@@H]2CC[C@H]1N2C(=O)NCc1ccccc1,5,6.5,-0.3,6,-3,-3,-9,-2,7,i
COC(=O)C(NC(=S)N1CC2C[C@@H](C1)Cn1c2cccc1=O)C(C)C (some centres not stated),-1,1.5,-1.6,3,5,-2,-9,-1,2,i
O=c1[nH]c(=O)n(C2CCCCC2)c(O)c1C=Nc1ccc(N2CCOCC2)cc1,22,-1.7,0.0,-9,-2,-3,-3,-2,2,i
Cc1c(C(c2ccc(Br)cc2)c2c(O)c3ccccc3oc2=O)c(=O)n(-c2ccccc2)n1C (configuration not stated),-10,-0.6,0.2,-2,0,-2,-4,-11,7,i
COC(=O)C1=C(c2ccc(-c3ccccc3)c(F)c2)C[C@@H]2CC[C@H]1N2C(=O)NC1Cc2ccccc2C1,9,7.2,0.1,0,-10,2,-8,3,5,i
CC1=C(O)C(=O)C=C2C1=CC=C1C2(C)CCC2(C)C3CC(C)(C(=O)O)CCC3(C)CCC12C (configuration not stated),-13,2.3,-0.4,12,36,0,-8,47*,-17,i
O=C(OCC(=O)c1ccc([N+](=O)[O-])cc1)/C(=C\c1ccc(Cl)cc1)NC(=O)c1ccccc1,-1,0.7,-2.0,-4,-7,-4,0,5,-7,i
CCCCC/C(=N/O)c1c(C)[nH]c2ccccc12,10,1.8,-0.3,-1,-6,-3,-15,-4,3,i
CCOc1ccc(-n2c(O)c(C=Nc3ccc(NC(C)=O)cc3)c(=O)[nH]c2=O)cc1,-4,-2.1,0.5,-15,4,0,1,1,-6,i
O=[N+]([O-])c1ccc(Cl)c([N+](=O)[O-])c1,-2,0.5,-2.1,-27,10,-1,-9,2,-31,i

Next structures follow:
SMILES	NRP1-CendR mod	LMPTP inh	Tb MetRS inh	SUMO1-SIM PPI	DNMT1 inh	STEP inh	Scp-1 inhibitor	NadD block	SKN-1 block	Neddylation inh
CCC1CN(C)CCC1(OC(C)=O)c1ccccc1 (configuration not stated)	-12	-1.0	0.2	0	1	0	-8	-4	-4	i
COC(=O)C1=C(c2ccc(C(C)=O)cc2)C[C@@H]2CC[C@H]1N2C(=O)NC1CC1	17	0.7	-0.2	3	-3	-1	8	-1	7	i
CC12CN3CC(C)(CN(C1)P3(=O)Oc1ccccc1)C2=O (configuration not stated)	-13	0.3	0.0	-1	1	1	-5	-1	0	i
Cc1cc(Cl)ccc1C(=O)C1CCCN(C2CCSCC2)C1 (configuration not stated)	-28	1.1	0.4	1	-1	-3	-4	3	18	i
CN(C)c1ccc(C=C2C(=O)NC(=O)NC2=O)cc1[N+](=O)[O-]	-1	1.2	0.6	-12	-6	4	1	11	14	i
CCOP(=S)(OCC)Oc1nc(Cl)c(Cl)cc1Cl	2	0.5	-0.3	8	1	14	-12	3	7	i
NC(Cc1ccc(Cl)cc1)c1csc(Nc2ncccn2)n1 (configuration not stated)	0	-1.8	0.6	0	2	8	x	4	-14	i
O=C(c1ccc(N2CCCCC2)c([N+](=O)[O-])c1)N1CCC2(CC1)OCCO2	-1	0.3	-0.2	-25	0	-5	-6	-2	-3	i
CN1C2CCC1CC(OC(c1ccccc1)c1ccccc1N)C2 (configuration not stated)	8	-0.4	-0.9	-2	3	-3	-17	-7	1	i
C[C@]12CCC3C(CC[C@H]4C[C@H](O)CC[C@]34C)C1CC(=O)[C@@H]2O (some centres not stated)	-10	-0.4	0.1	1	4	1	0	0	9	i
O=C1NCN(c2ccccc2)C12CCN(C(c1cccs1)c1nnnn1C1CCCC1)CC2 (configuration not stated)	7	1.0	-0.3	3	-3	2	x	1	1	i
COc1ccccc1CN1CCCC(C(=O)c2ccccc2OC)C1 (configuration not stated)	-11	-1.0	-0.1	2	-2	-2	-5	-1	5	i
